TcdB GH inh: blocks C. difficile toxin B glycohydrolase activity. TcdB glycohydrolase enzymatic assay, plate reader. inhibition, % at 9.99 µM. 0.24% of 350,000 active. AID 652162; in the data active = inhibition above about 10%
Numbers without * were called inactive.

SMILES	TcdB GH inh
CCCN(C)C[C@@H]1Oc2ncc(C#CCC(C)C)cc2C(=O)N([C@@H](C)CO)C[C@H]1C	-0.6
C[C@@H]1CCCCO[C@@H](CN(C)Cc2ccc3c(c2)OCO3)[C@@H](C)CN([C@H](C)CO)C(=O)c2cc(NC(=O)Nc3ccc(F)cc3)ccc2O1	0.0
CC(C)NC(=O)Nc1ccc2c(c1)C(=O)N([C@@H](C)CO)C[C@@H](C)[C@@H](CN(C)Cc1ccncc1)O2	0.7
COc1ccc2c3c(n(C)c2c1)[C@H](CO)N(C(=O)c1ccccc1)CC31CN(C(=O)c2ccccc2)C1	-0.5
COc1cccc(-c2cnc3c(c2)C(=O)N([C@H](C)CO)C[C@H](C)[C@H](CN(C)Cc2ccc4c(c2)OCO4)O3)c1	-0.5
O=C(C[C@H]1CC[C@H]2[C@@H](COC[C@H](O)CN2C(=O)Nc2ccc(Cl)cc2)O1)NCC1CC1	-0.1
C[C@@H]1CN([C@@H](C)CO)C(=O)c2cc(NS(=O)(=O)c3cccs3)ccc2O[C@H]1CN(C)C(=O)Nc1cccc2ccccc12	-2.0
CCCC(=O)Nc1ccc2c(c1)C(=O)N(C)[C@@H]1CC[C@@H](CC(=O)NCCCN(C)C)O[C@@H]1CO2	-1.0
C[C@@H]1CN([C@@H](C)CO)C(=O)Cc2cc(NS(=O)(=O)c3cn(C)cn3)ccc2O[C@@H]1CN(C)Cc1ccc(-c2ccccc2)cc1	0.6
C/C=C/c1cnc2c(c1)C(=O)N([C@@H](C)CO)C[C@@H](C)[C@H](CN(C)C(=O)c1cnccn1)O2	-1.5
CC(=O)N1[C@H](C(=O)NC2Cc3ccccc3C2)[C@@H](CO)[C@@H]2Cn3c(ccc(-c4ccncc4)c3=O)[C@@H]21	0.8
O=C(C[C@@H]1C[C@@H]2c3cc(NC(=O)Cc4ccncc4)ccc3O[C@@H]2[C@H](CO)O1)NCC1CC1	-1.7
O=C(C[C@H]1C[C@H]2c3cc(NC(=O)CC4CC4)ccc3O[C@H]2[C@H](CO)O1)NCc1ccccc1	-0.8
COCC(=O)N1CC(=O)N2[C@H](C1)[C@H](c1ccc(C#CC(C)C)cc1)[C@@H]2CO	0.5
CO[C@@H]1CN(C)C(=O)c2ccc(NC(=O)Nc3ccccc3)cc2OC[C@H](C)N(C(=O)Nc2c(C)noc2C)C[C@@H]1C	0.7
COc1ccc(-c2ccc3c(c2)O[C@@H](CN(C)C(=O)Nc2ccccc2F)[C@@H](C)CN([C@@H](C)CO)S3(=O)=O)cc1	1.2
C[C@@H]1CN([C@@H](C)CO)C(=O)c2cc(NC(=O)Nc3ccc(C(F)(F)F)cc3)ccc2O[C@@H]1CN(C)Cc1ccncc1	0.2
C[C@@H]1CCCCO[C@H](CN(C)C(=O)Nc2ccc3c(c2)OCO3)[C@H](C)CN([C@@H](C)CO)C(=O)c2cc(NC(=O)Nc3ccccc3)ccc2O1	1.9
Cc1cc(C(=O)Nc2cccc3c2O[C@H](CN(C)CC2CCCCC2)[C@H](C)CN([C@@H](C)CO)C3=O)n(C)n1	-0.3
COc1cccc(C#Cc2ccc3c(c2)O[C@@H](CN(C)C(C)=O)[C@@H](C)CN([C@@H](C)CO)S3(=O)=O)c1	0.9
C[C@H](NC(=O)C[C@H]1C[C@@H]2c3cc(NC(=O)NC4CCCCC4)ccc3O[C@@H]2[C@H](CO)O1)c1ccccc1	-0.9
Cc1noc(C)c1NC(=O)NCC[C@@H]1CC[C@H](NC(=O)c2ccccc2)[C@@H](CO)O1	0.6
CO[C@H]1CN(C)C(=O)c2ccc(NS(=O)(=O)c3ccccc3)cc2OC[C@H](C)N(C)C[C@@H]1C	-1.0
Cc1ccc(S(=O)(=O)Nc2ccc3c(c2)CC(=O)N([C@@H](C)CO)C[C@@H](C)[C@H](CN(C)Cc2ccc(Oc4ccccc4)cc2)O3)cc1	0.4
CCC(=O)N(C)C[C@@H]1Oc2cc(C#Cc3cccnc3)ccc2S(=O)(=O)N([C@H](C)CO)C[C@@H]1C	-0.6
Cc1noc(C)c1S(=O)(=O)Nc1ccc2c(c1)C(=O)N([C@H](C)CO)C[C@@H](C)[C@H](CN(C)S(=O)(=O)c1cccs1)O2	1.7
OC[C@@H]1CC[C@@H]2O[C@H](CCc3ccc(C#Cc4ccccc4)cc3)[C@H](n3cc(-c4ccccc4)nn3)C[C@@H]2O1	-9.2
C[C@@H]1CCCCO[C@H](CN(C)Cc2ccc(C(F)(F)F)cc2)[C@@H](C)CN([C@H](C)CO)C(=O)c2cc(NC(=O)Nc3ccc(F)cc3)ccc2O1	0.8
CCCC(=O)Nc1ccc2c(c1)C(=O)N(C)[C@H]1CC[C@@H](CC(=O)Nc3cn(C)nc3C)O[C@@H]1CO2	0.8
COCC(=O)Nc1ccc2c(c1)C(=O)N(C)C[C@@H](OC)[C@H](C)CN(C(=O)c1cccnc1)[C@@H](C)CO2	-0.6
Cc1ccc(S(=O)(=O)N(C)C[C@H]2OCCCC[C@@H](C)Oc3ccc(NC(=O)CCCCCC(=O)Nc4ccccc4N)cc3C(=O)N([C@H](C)CO)C[C@@H]2C)cc1	-0.1
C[C@H]1CN([C@@H](C)CO)C(=O)c2cccc(NC(=O)c3ccc(-c4nccs4)cc3)c2O[C@H]1CN(C)CC1CCCCC1	-0.3
C[C@@H]1CCCCO[C@@H](CN(C)C(=O)Nc2ccccc2)[C@H](C)CN([C@H](C)CO)C(=O)c2cc(NS(=O)(=O)c3cn(C)cn3)ccc2O1	0.7
CC(C)NC(=O)N(C)C[C@@H]1Oc2cc(-c3cccnc3)ccc2S(=O)(=O)N([C@@H](C)CO)C[C@@H]1C	0.1
C[C@H]1CN([C@@H](C)CO)C(=O)c2cc(NS(=O)(=O)c3ccccc3)ccc2O[C@@H]1CN(C)C(=O)Nc1ccc2c(c1)OCO2	-0.7
CCCC#Cc1ccc2c(c1)O[C@H](CN(C)C(=O)CC1CC1)[C@@H](C)CN([C@H](C)CO)S2(=O)=O	0.7
COc1ccc(CN(C)C[C@H]2Oc3ccc(NS(=O)(=O)c4ccc(Cl)cc4)cc3C(=O)N([C@H](C)CO)C[C@@H]2C)cc1	-3.4
Cc1ccc(S(=O)(=O)N(C)C[C@@H]2Oc3ncc(C#CC4(O)CCCC4)cc3C(=O)N([C@H](C)CO)C[C@H]2C)cc1	1.8
CO[C@@H]1CN(C)C(=O)c2ccc(NC(=O)C3CC3)cc2OC[C@H](C)N(C(=O)NC(C)C)C[C@@H]1C	-0.3
COCC#Cc1ccc2c(c1)O[C@@H](CN(C)Cc1ccccc1)[C@@H](C)CN([C@H](C)CO)S2(=O)=O	-0.2
Cc1ccc(S(=O)(=O)N(C)C[C@H]2OCCCC[C@H](C)Oc3ccc(NC(=O)Nc4ccc(F)cc4)cc3C(=O)N([C@H](C)CO)C[C@@H]2C)cc1	0.6
C[C@@H]1CN([C@@H](C)CO)C(=O)c2cc(NC(=O)Nc3cccc4ccccc34)ccc2O[C@@H]1CN(C)Cc1ccccc1	-0.2
Cc1cccc(S(=O)(=O)N2CC[C@@H]3[C@H](CO)N(C)c4ccc(-c5ccccc5F)cc4[C@@H]32)c1	1.1
CCCC#Cc1ccc2c(c1)O[C@H](CN(C)C(=O)COC)[C@H](C)CN([C@@H](C)CO)S2(=O)=O	0.2
COc1ccc(S(=O)(=O)Nc2ccc3c(c2)C(=O)N([C@H](C)CO)C[C@H](C)[C@@H](CN(C)C(=O)c2ccccc2)OCCCC[C@H](C)O3)cc1	0.9
COc1ccc(NC(=O)Nc2cccc3c2O[C@@H](CN(C)Cc2ccc(C(F)(F)F)cc2)[C@@H](C)CN([C@@H](C)CO)C3=O)cc1	-1.2
C[C@H]1CN([C@@H](C)CO)S(=O)(=O)c2ccc(C#Cc3ccncc3)cc2O[C@H]1CN(C)S(=O)(=O)c1ccccc1	0.5
O=C(O)[C@@]1(CCS(=O)(=O)c2ccccc2)COC(c2ccc(OCCCO)cc2)=N1	-0.3
C[C@@H]1CCCCO[C@H](CN(C)C(=O)c2ccccc2)[C@H](C)CN([C@@H](C)CO)C(=O)c2cc(NC(=O)Nc3ccc4c(c3)OCO4)ccc2O1	-6.6
CS(=O)(=O)N1[C@H](C#N)[C@@H](c2ccc(-c3ccccc3F)cc2)[C@@H]1CO	-0.1
COc1ccc(-c2ccc3c(c2)[C@@H]2[C@@H](CCN2S(=O)(=O)c2ccccc2F)[C@@H](CO)N3C)cc1	0.4
C[C@@H]1CN([C@@H](C)CO)C(=O)c2cc(C3=CCCC3)cnc2O[C@H]1CN(C)C(=O)Nc1ccc(C(F)(F)F)cc1	-0.4
C[C@@H]1CN([C@H](C)CO)C(=O)c2cc(NC(=O)Nc3ccc4c(c3)OCO4)ccc2O[C@H]1CN(C)Cc1ccc(Cl)c(Cl)c1	0.5
CC(=O)N(C)C[C@H]1Oc2cc(C#Cc3ccccc3)ccc2S(=O)(=O)N([C@H](C)CO)C[C@H]1C	0.4
CCCNC(=O)N(C)C[C@@H]1Oc2ncc(-c3ccccc3F)cc2C(=O)N([C@H](C)CO)C[C@@H]1C	0.6
O=C(NC1CCCCC1)N[C@@H]1C=C[C@H](CC(=O)N2CCOCC2)O[C@@H]1CO	-0.9
Cc1ccc(S(=O)(=O)N2C[C@@H](O)COC[C@H]3O[C@H](CC(=O)N[C@@H]4CCN(Cc5ccccc5)C4)CC[C@@H]32)cc1	0.4
CCCNC(=O)C[C@@H]1C[C@H]2c3cc(NC(=O)Nc4ccc(OC)cc4)ccc3O[C@H]2[C@@H](CO)O1	-1.1
C[C@@H]1CN([C@@H](C)CO)C(=O)c2cc(C#CC3(O)CCCC3)cnc2O[C@@H]1CN(C)Cc1ccccc1	1.3
COc1ccc(NC(=O)Nc2ccc3c(c2)C(=O)N([C@@H](C)CO)C[C@H](C)[C@H](CN(C)S(=O)(=O)c2ccc(C)cc2)OCCCC[C@H](C)O3)cc1	-3.4
The list goes on:
SMILES	TcdB GH inh
C[C@H](CO)N1C[C@H](C)[C@H](CN(C)C(=O)C2CCOCC2)Oc2ncc(C3=CCCC3)cc2C1=O	-2.7
C[C@@H]1CN([C@@H](C)CO)S(=O)(=O)c2ccc(C#C[C@@H](C)O)cc2O[C@H]1CN(C)CC1CCOCC1	-3.0
C[C@@H]1CCCCO[C@@H](CN(C)C(=O)C2CCCCC2)[C@H](C)CN([C@@H](C)CO)C(=O)c2cc(NC(=O)Nc3ccc(F)cc3)ccc2O1	0.1
C[C@@H]1CCCCO[C@H](CN(C)C(=O)Nc2ccc3c(c2)OCO3)[C@@H](C)CN([C@H](C)CO)C(=O)c2cc(NS(=O)(=O)c3ccc(Cl)cc3)ccc2O1	-7.5
CCNC(=O)[C@H]1[C@H](CO)[C@H]2Cn3c(ccc(C4=CCCCC4)c3=O)[C@H]2N1Cc1ccccc1F	-0.2
Cc1ccc(S(=O)(=O)N(C)C[C@@H]2OCCCC[C@H](C)Oc3ccc(NS(C)(=O)=O)cc3C(=O)N([C@@H](C)CO)C[C@H]2C)cc1	-7.8
CN1c2ccc(C#Cc3cccnc3)cc2[C@H]2[C@H](CCN2C(=O)c2cccnc2)[C@H]1CO	-1.1
C[C@H](O)C#Cc1cnc2c(c1)C(=O)N([C@@H](C)CO)C[C@H](C)[C@H](CN(C)C(=O)Cc1ccncc1)O2	1.4
O=C(C[C@H]1CC[C@@H](NC(=O)Nc2ccc3c(c2)OCO3)[C@H](CO)O1)NCc1ccc2c(c1)OCO2	0.2
C[C@H]1CN([C@@H](C)CO)C(=O)c2cc(NS(=O)(=O)c3ccc(F)cc3)ccc2O[C@H]1CN(C)CC1CC1	-1.1
C[C@@H]1CN([C@H](C)CO)C(=O)c2cccc(NC(=O)Nc3cccc4ccccc34)c2O[C@@H]1CN(C)C(=O)Nc1ccccc1	-8.1
CO[C@H]1CN(C)C(=O)c2cc(NC(=O)C3CCCCC3)ccc2OC[C@@H](C)N(C)C[C@@H]1C	0.0

Brought forward from above: 2 entries, then new ones.
SMILES	TcdB GH inh
C[C@@H]1CN([C@H](C)CO)C(=O)c2cccc(NC(=O)Nc3cccc4ccccc34)c2O[C@@H]1CN(C)C(=O)Nc1ccccc1	-8.1
CO[C@H]1CN(C)C(=O)c2cc(NC(=O)C3CCCCC3)ccc2OC[C@@H](C)N(C)C[C@@H]1C	0.0
C[C@@H]1CN([C@@H](C)CO)C(=O)c2cc(NC(=O)Cn3cnnn3)ccc2O[C@@H]1CN(C)C(=O)Nc1ccc(F)cc1	0.9
C[C@@H]1CN([C@H](C)CO)C(=O)c2cc(C3=CCCCC3)cnc2O[C@H]1CN(C)Cc1ccccc1F	1.5
C[C@@H]1CN([C@H](C)CO)C(=O)c2cc(NS(=O)(=O)c3cn(C)cn3)ccc2O[C@@H](C)CCCCO[C@@H]1CN(C)Cc1ccc(C(F)(F)F)cc1	-1.1
CO[C@H]1CN(C)C(=O)c2cc(NC(=O)C3CCOCC3)ccc2OC[C@@H](C)N(Cc2nccs2)C[C@@H]1C	0.7
CCS(=O)(=O)N1CCC2(CC1)CN(C(=O)NC(C)C)[C@@H](CO)c1c2c2ccc(OC)cc2n1C	0.4

9 structures already listed, ordered by SMILES length, smallest number first:
SMILES	TcdB GH inh
O=C(O)[C@@]1(CCS(=O)(=O)c2ccccc2)COC(c2ccc(OCCCO)cc2)=N1	-0.3
Cc1noc(C)c1NC(=O)NCC[C@@H]1CC[C@H](NC(=O)c2ccccc2)[C@@H](CO)O1	0.6
CO[C@H]1CN(C)C(=O)c2cc(NC(=O)C3CCCCC3)ccc2OC[C@@H](C)N(C)C[C@@H]1C	0.0
CCCC#Cc1ccc2c(c1)O[C@H](CN(C)C(=O)COC)[C@H](C)CN([C@@H](C)CO)S2(=O)=O	0.2
CCCNC(=O)C[C@@H]1C[C@H]2c3cc(NC(=O)Nc4ccc(OC)cc4)ccc3O[C@H]2[C@@H](CO)O1	-1.1
COc1cccc(-c2cnc3c(c2)C(=O)N([C@H](C)CO)C[C@H](C)[C@H](CN(C)Cc2ccc4c(c2)OCO4)O3)c1	-0.5
COc1ccc(CN(C)C[C@H]2Oc3ccc(NS(=O)(=O)c4ccc(Cl)cc4)cc3C(=O)N([C@H](C)CO)C[C@@H]2C)cc1	-3.4
COc1ccc(NC(=O)Nc2ccc3c(c2)C(=O)N([C@@H](C)CO)C[C@H](C)[C@H](CN(C)S(=O)(=O)c2ccc(C)cc2)OCCCC[C@H](C)O3)cc1	-3.4
Cc1ccc(S(=O)(=O)N(C)C[C@H]2OCCCC[C@@H](C)Oc3ccc(NC(=O)CCCCCC(=O)Nc4ccccc4N)cc3C(=O)N([C@H](C)CO)C[C@@H]2C)cc1	-0.1

From PubChem

Not all compounds are listed, so the mix of outcomes need not match the whole.
